Bioassay records as filed in PubChem.
Bcl-XL Bim block = disrupts Bim peptide binding to human Bcl-XL; Q07817; bead flow cytometry, fluorescence; inhibition, % at 10 µM; actives 0.04% (n = 190,000); AID 1007
RGS4-Gao reg = modulates binding of RGS4 to human Galphao; Multiplexed bead flow cytometry; actives lie on both sides; binding response (% of control), % at 10 µM; actives 0.33% (n = 220,000); P09471; in the data active means binding response below about 49% or above about 150%; inactive means in between;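 further: fluorescent Galphao activated with aluminum fluoride binding bead-coupled RGS4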
Target sequence (P09471 whole entry, looked up): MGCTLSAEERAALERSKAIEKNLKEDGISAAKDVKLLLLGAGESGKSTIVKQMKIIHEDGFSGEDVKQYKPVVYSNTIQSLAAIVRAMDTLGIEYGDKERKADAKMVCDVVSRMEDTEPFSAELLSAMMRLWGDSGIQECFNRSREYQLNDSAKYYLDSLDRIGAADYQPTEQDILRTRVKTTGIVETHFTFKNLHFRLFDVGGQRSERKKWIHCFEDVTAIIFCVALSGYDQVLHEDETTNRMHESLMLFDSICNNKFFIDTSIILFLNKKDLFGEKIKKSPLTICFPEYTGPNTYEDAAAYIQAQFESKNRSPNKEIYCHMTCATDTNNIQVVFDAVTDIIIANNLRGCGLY
Bim-Bcl-W = human Bim-Bcl-W interaction inhibition; inhibition, % at 10 µM; bead-based flow cytometry, Bim peptide-Bcl-W binding; actives 0.02% (n = 190,000);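 further: 0% = bound tracer without compound and 100% = peptide blocker; higher means less fluorescent Bim peptide bound to Bcl-W beads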
Target sequence (Q92843 whole entry, looked up): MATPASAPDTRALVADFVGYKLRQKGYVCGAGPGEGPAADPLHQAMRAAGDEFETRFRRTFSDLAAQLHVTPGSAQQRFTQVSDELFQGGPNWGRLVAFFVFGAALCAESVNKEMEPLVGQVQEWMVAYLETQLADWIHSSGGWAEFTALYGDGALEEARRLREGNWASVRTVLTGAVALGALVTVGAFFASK
Mcl1 Noxa PPI = disrupts binding of human Mcl-1 to Noxa peptide; Q07820; TR-FRET Mcl-1/Noxa peptide binding, 2 h; inhibition, % at 21.7 µM; actives 1.5% (n = 220,000);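 active means compounds that cut the protein-peptide binding signal by more than 50% relative to plate controls in a single-dose test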;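 further: His-tagged Mcl-1 with rhodamine Noxa BH3 peptide and terbium anti-His antibody; 0% = Mcl-1 plus Noxa peptide wells and 100% = peptide-only wells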
Bim-Mcl-1 = inhibitors of Bim-Mcl-1 interaction, human; inhibition, % at 10 µM; Bead-based flow cytometry, Bim peptide-Mcl-1 binding; actives 0.1% (n = 190,000); AID 1009; Q07820;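 further: 0% = no compound tracer wells and 100% = peptide blocker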
Bcl-2 Bim block = disrupts Bim peptide binding to human Bcl-2. Bead-based flow cytometry, Bim peptide-Bcl-2 binding. inhibition, % at 10 µM. actives 0.06% (n = 190,000). AID 950; in the data active means inhibition above about 40%; inconclusive means no clear call, values can overlap the other calls;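 further: 0% = no compound wells with probe peptide and 100% = reference peptide inhibitor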
Target sequence (P10415 whole entry, looked up): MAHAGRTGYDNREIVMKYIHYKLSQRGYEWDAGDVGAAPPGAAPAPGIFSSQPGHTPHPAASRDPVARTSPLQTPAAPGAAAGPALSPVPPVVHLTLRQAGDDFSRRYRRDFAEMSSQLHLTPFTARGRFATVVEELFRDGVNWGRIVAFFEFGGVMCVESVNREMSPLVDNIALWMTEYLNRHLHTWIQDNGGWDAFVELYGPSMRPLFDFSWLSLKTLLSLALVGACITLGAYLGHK
Bim-Bcl-B = human Bim-Bcl-B interaction inhibition. Q9HD36. bead-based flow cytometry, Bim peptide-Bcl-B binding. inhibition, % at 10 µM. actives 0.073% (n = 190,000). AID 951;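 further: 0% = tracer peptide without compound and 100% = reference inhibitor peptide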
Bim-Bfl-1 = human Bim-Bfl-1 interaction inhibition; inhibition, % at 10 µM; AID 1008; Q16548; actives 0.12% (n = 190,000); Bead-based flow cytometry, Bim-Bfl-1 binding inhibition;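 further: 0% = wells without compound plus tracer and 100% = blocker peptide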
RGS8-Gao = regulators of human RGS8-Galphao interaction | multiplexed bead flow cytometry, RGS8-Galphao binding; actives lie on both sides | response (percent of control binding), % at 10 µM | actives 0.34% (n = 220,000) | AID 1423; in the data active means response below about 60% or above about 140%; inactive means in between;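 further: Galphao activated as the GDP aluminium fluoride complex binding bead-coupled RGS8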
Mcl1-Bid inh = Mcl-1/Bid interaction inhibition; TR-FRET Mcl-1/Bid-Dy647 peptide binding, 1536-well; AID 1021; inhibition, % at 21.7 µM; actives 0.97% (n = 220,000); Q07820;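 active means compounds that cut the binding signal by more than half at the single screening dose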;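 further: His-tagged Mcl-1 with europium anti-His antibody binding Bid BH3 peptide; 0% = Mcl-1 plus peptide wells and 100% = peptide-only wells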
RGS7-Gao reg = regulators of human RGS7-Galphao interaction | actives 0.35% (n = 220,000) | P09471 | Multiplexed bead flow cytometry, RGS7-Galphao binding; actives lie on both sides | AID 1439 | binding response (% of control), % at 10 µM; in the data active means binding response below about 49% or above about 150%; inconclusive means no clear call, values can overlap the other calls; inactive means in between;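 further: fluorescent Galphao held in activated GDP-AlF4 state binding bead-coupled RGS7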
* hit, by the source's call; ? = inconclusive; . = not tested or not shown. Unless noted, no stated cut-off is given here; in the data, active means inhibition above about 40%.

SMILES | Bcl-XL Bim block | RGS4-Gao reg | Bim-Bcl-W | Mcl1 Noxa PPI | Bim-Mcl-1 | Bcl-2 Bim block | Bim-Bcl-B | Bim-Bfl-1 | RGS8-Gao | Mcl1-Bid inh | RGS7-Gao reg
CCOC(=O)C1=C(O)/C(=C/c2cc(OC)c(OC)c(OC)c2)N=C1C | -2.0 | 98.8 | 2.0 | 5.0 | 0.0 | 0.0 | -1.0 | 0.0 | 102.0 | -6.2 | 101.7
CC(C)(C)C(=O)N1CCN(c2ccc([N+](=O)[O-])c(NCC3CCCO3)c2)CC1 (configuration not stated) | -1.0 | 106.0 | 0.0 | 4.8 | 1.0 | -3.0 | -2.0 | -2.0 | 101.8 | -46.6 | 104.0
COc1ccc(-c2cc(-c3cc(OC)ccc3O)[nH]n2)cc1 | 9.0 | 102.2 | -1.0 | 32.0 | -2.0 | -4.0 | 0.0 | -3.0 | 106.2 | 6.2 | 101.2
COc1ccc(-c2ccc(C)cc2)cc1[C@H]1[C@@H]2C=CCC[C@@]2(C)C(=O)N1Cc1ccccc1 | . | 100.4 | . | 23.0 | . | . | . | . | 98.7 | -61.3 | ?
COc1cccc(/C=N/Nc2nnc3c(n2)[nH]c2ccccc23)c1OC | . | 99.3 | . | -5.9 | . | . | . | . | 100.9 | -18.6 | ?
O=[N+]([O-])c1cc(S(=O)(=O)N2CCCC2)ccc1SCCO | -3.0 | 97.3 | -4.0 | 14.2 | -1.0 | -3.0 | -6.0 | -6.0 | 103.6 | -6.5 | 95.5
Cc1cc(NC(=O)CCc2ccccc2)c([N+](=O)[O-])cc1C | 2.0 | 93.9 | 0.0 | 21.2 | 1.0 | -4.0 | 1.0 | -4.0 | 93.2 | -18.0 | 91.0
COc1ccc(C(=O)Sc2nncc3ccccc23)cc1 | -4.0 | 99.5 | 0.0 | -0.1 | -4.0 | -6.0 | -18.0 | 0.0 | 99.3 | -40.2 | 99.1
CC(Nc1ccc(N2CCOCC2)cc1)C(=O)N1c2ccccc2CC1C (configuration not stated) | . | 95.9 | . | 18.0 | . | . | . | . | 96.6 | -53.5 | ?
O=C(c1ccccn1)N1CCN(c2cccc(C(F)(F)F)c2)CC1 | -2.0 | 96.8 | -1.0 | 6.6 | -2.0 | -4.0 | -2.0 | -4.0 | 97.5 | -20.6 | ?
Cc1sc2nc(CSCC(=O)N(CCC#N)c3ccccc3)[nH]c(=O)c2c1C | -2.0 | 97.6 | -2.0 | 13.5 | 0.0 | 0.0 | -5.0 | -1.0 | 100.0 | -11.3 | 92.2
Cc1cccc(C(=O)NNC(=O)C2CCCO2)c1 (configuration not stated) | 0.0 | 20.8* | 0.0 | 1.2 | -1.0 | -2.0 | -2.0 | 0.0 | 12.4* | -25.7 | 14.1*
CCCCOC(=O)/C(=C/C=C/c1ccccc1)NC(=O)c1ccccc1 | -2.0 | 103.1 | 0.0 | -1.9 | -3.0 | -2.0 | -2.0 | -5.0 | 101.3 | -14.8 | 100.8
CCOc1ccc(S(=O)(=O)N2CCN(Cc3ccccc3)CC2)c2cccnc12 | 3.0 | 99.4 | -3.0 | 3.6 | -2.0 | 7.0 | 2.0 | 7.0 | 98.5 | -6.0 | 98.8
CCOC(=O)Nc1ccc2c(c1)N(C(=O)CCN1CCOCC1)c1ccccc1S2=O (configuration not stated) | 0.0 | 97.9 | -2.0 | 16.7 | 0.0 | 0.0 | -3.0 | 0.0 | 99.6 | 1.9 | 102.6
CN(C)CCC(O)(c1ccccc1)c1ccccc1 | -1.0 | 104.8 | -1.0 | 16.7 | 0.0 | 0.0 | -1.0 | -3.0 | 114.9 | -16.8 | 107.2
Cc1ccc(CSc2nnc(Nc3ccc(C)cc3)s2)cc1 | -10.0 | 99.0 | 0.0 | 20.8 | -3.0 | -8.0 | -11.0 | -16.0 | 103.3 | -0.4 | 100.2
COc1ccccc1-n1nnnc1SCC(=O)Nc1cc(C)on1 | 1.0 | 99.3 | -1.0 | 16.1 | 0.0 | 3.0 | 1.0 | 0.0 | 92.4 | 3.6 | 102.2
Cc1ccc(S(=O)(=O)N/N=C\C=C\c2ccccc2)cc1 | -4.0 | 103.2 | 3.0 | 8.3 | -3.0 | -4.0 | -8.0 | -8.0 | 97.4 | -1.3 | 98.1
CCC(CC)c1nnc(NC(=O)[C@@H](NC(=O)c2cccc(C)c2)C(C)C)s1 | -10.0 | 101.1 | -7.0 | 13.8 | -6.0 | -10.0 | -10.0 | -18.0 | 99.4 | -19.0 | 98.5
O=S(=O)(N1CCCCC1)N1CCN(S(=O)(=O)N2CCCCC2)CC1 | 0.0 | 102.0 | -1.0 | 6.7 | -3.0 | 0.0 | -1.0 | 0.0 | 102.4 | 16.0 | 99.3
Cc1ccccc1OCCSc1nnc(-c2cccnc2)n1N | -6.0 | 104.3 | -6.0 | 9.8 | -1.0 | -10.0 | -12.0 | -5.0 | 102.0 | -10.3 | 103.5
O=C(Cn1nnc(-c2ccc(F)cc2)n1)OCC(=O)c1ccccc1 | -2.0 | 95.3 | 0.0 | 8.3 | 0.0 | -4.0 | -4.0 | -4.0 | 98.7 | -4.9 | ?
Cn1c(C(O)C(O)c2ccccc2)nc2ccccc21 (configuration not stated) | -4.0 | 100.0 | -2.0 | 7.1 | 0.0 | -2.0 | -8.0 | -9.0 | 100.6 | -30.9 | ?
O=C(CN1C(=O)/C(=C\c2ccc(F)cc2)Oc2ccccc21)NCc1ccco1 | -12.0 | 96.5 | -9.0 | -2.3 | -4.0 | -9.0 | -7.0 | -17.0 | 99.1 | 0.6 | 102.6
COc1cccc(NC(=O)C2(S(=O)(=O)c3ccc(Cl)cc3)CC2)c1 | . | 133.8 | . | -6.6 | . | . | . | . | 123.0 | -12.2 | ?
CC(=O)Nc1cccc(-c2nc3ccc(NC(C)=O)cc3[nH]2)c1 | -1.0 | 98.2 | 1.0 | 30.8 | -1.0 | 4.0 | -1.0 | -3.0 | 99.1 | 20.7 | 96.4
CC1(C)Cc2nc(Cl)c(C(=O)O)cc2CO1 | 0.0 | 99.9 | 1.0 | 16.4 | 0.0 | 0.0 | -6.0 | -4.0 | 102.3 | -13.0 | 101.0
CCOc1ccc2cc(/C=C/C(=O)c3ccco3)c(Cl)nc2c1 | -3.0 | 102.3 | 0.0 | -23.1 | 1.0 | -7.0 | -6.0 | -13.0 | 96.1 | 59.0* | 99.7
CCc1cc(CC)c(/C=N/NC(N)=O)c(CC)c1/C=N/NC(N)=O | 1.0 | 95.8 | 2.0 | 8.6 | 0.0 | -5.0 | -5.0 | -5.0 | 99.8 | -3.3 | 92.0
Nn1c(SCC(=O)Nc2ccc(F)cc2)nnc1C1CCCCC1 | -3.0 | 98.2 | 0.0 | -19.6 | 2.0 | -3.0 | 0.0 | -1.0 | 99.0 | 0.5 | 99.3
CC(=O)c1c(C)[nH]c(C(=O)CSc2nnc(C)s2)c1C | 4.0 | 101.7 | 3.0 | 23.7 | 3.0 | -1.0 | -1.0 | 1.0 | 100.6 | -25.3 | 101.9
CCOC(=O)C1=NNC2(CC(=O)N(c3cccc(C)c3)C2=O)C1 (configuration not stated) | . | 102.7 | . | -6.9 | . | . | . | . | 100.3 | -7.6 | ?
CCCCc1ccc(/C=C2\C(=O)c3ccccc3C(O)=C2C(=O)OCC)cc1 | 5.0 | 100.8 | 10.0 | . | -1.0 | 0.0 | 2.0 | 31.0 | 93.2 | 31.7 | 96.6
CC(=O)Nc1ccc(CN2CCN(C3CCCCC3)C(CCO)C2)cc1 (configuration not stated) | -7.0 | 111.9 | -4.0 | -7.4 | 0.0 | -2.0 | -10.0 | -5.0 | 102.1 | -28.5 | 110.5
O=C(O)/C(=C\c1cccs1)Sc1nnc(-c2ccc(F)cc2)o1 | 0.0 | 101.2 | 0.0 | 10.3 | 0.0 | -2.0 | -3.0 | -6.0 | 100.8 | -13.0 | 100.8
S=c1[nH]nc(-c2ccccc2)n1C1C=CCCC1 (configuration not stated) | -14.0 | 103.2 | -7.0 | 8.8 | -5.0 | -5.0 | -22.0 | 1.0 | 100.1 | -20.9 | 103.2
N#C/C(=C\c1c(N2CCC(C(N)=O)CC2)nc2ccccn2c1=O)S(=O)(=O)c1ccc(Cl)cc1 | . | 111.4 | . | 1.9 | . | . | . | . | 101.8 | -4.8 | ?
Cc1cccc(CN2C[C@]34CC[C@@H](C[C@@H]3S2(=O)=O)O4)c1 | . | 95.2 | . | 4.9 | . | . | . | . | 98.9 | -48.5 | ?
CNCc1ccccc1OCc1ccc(F)cc1 | 0.0 | 100.8 | -1.0 | 7.2 | 0.0 | -5.0 | -3.0 | -5.0 | 100.2 | -24.5 | ?
Cc1ccc(S(=O)(=O)N2CCOCC2)cc1C(=O)N1C(=O)c2cccc(N)c2C1=O | -3.0 | 97.3 | 2.0 | 17.0 | -1.0 | -9.0 | -4.0 | -9.0 | 100.5 | 97.2* | 99.0
COC(=O)c1ccc(Cl)c(NC(=O)CSc2ncn[nH]2)c1 | -5.0 | 91.7 | -1.0 | 7.0 | -1.0 | -12.0 | -10.0 | -12.0 | 93.7 | 0.3 | 94.7
COC(=O)c1ccc2nc(C)c(C)nc2c1 | 2.0 | 95.9 | 0.0 | -18.4 | 0.0 | -3.0 | 0.0 | 0.0 | 100.0 | 9.9 | 98.0
CCN(CC(=O)NCCC1=CCCCC1)S(=O)(=O)c1ccccc1 | . | 87.9 | . | 4.4 | . | . | . | . | 97.4 | -11.5 | ?
COc1ccc(Nc2nnc(SCC3CCCCO3)s2)cc1 (configuration not stated) | -1.0 | 107.1 | 0.0 | 4.8 | 0.0 | 0.0 | -3.0 | -5.0 | 104.7 | -34.3 | ?
CCNc1nc(SC(C)C(=O)Nc2ccccc2)nc(N2CCOCC2)n1 (configuration not stated) | -4.0 | 98.3 | 0.0 | -6.1 | 0.0 | 0.0 | 1.0 | 2.0 | 100.2 | -0.8 | 99.0
O=C(CN1CCCC1)NC(=O)NC1CCCC1 | -2.0 | 108.2 | -4.0 | 5.0 | 0.0 | -2.0 | -4.0 | -6.0 | 104.0 | -9.1 | 105.2
Cc1ccccc1Nc1nc(N)nc(CSCC(=O)Nc2cccc(Br)c2)n1 | -3.0 | 81.5 | -3.0 | -12.8 | -4.0 | -1.0 | -3.0 | 0.0 | 73.8 | -19.4 | 99.2
